# MBD2 inh: MBD2-methylated oligo binding inhibition. AID 686964. actives 0.31% (n = 370,000). Q9UBB5. inhibition, % at 4.4 µM. TR-FRET, MBD2 binding to methylated oligonucleotide; in the data active = inhibition above about 13%
# TCR CD3 inh: blocks the human TCR-CD3 interaction. TAMRA-labeled TCR probe fluorescence, biochemical. actives 0.37% (n = 360,000). inhibition, % at 9.4 µM; in the data active = inhibition above about 19%;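 note: recombinant mutant TCR 2C K166C tagged with TAMRA read by polarization; 0% = receptor in buffer alone and 100% = receptor with positive control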
# rCAG binder: binds r(CAG) RNA repeats. r(CAG) RNA repeat, TO-PRO-1 dye displacement fluorescence. inhibition, % at 3 µM. actives 1.3% (n = 370,000). AID 651821;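 active = inhibition above the plate cutoff, the mean of all test compounds on that plate plus 3 SD, cut at about 35% in these data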;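 note: 0% = DMSO alone and 100% = 100 µM mitoxantrone as full dye displacement; higher means more dye released from RNA so lower well fluorescence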
# UHRF1 MBD2 ctr: human UHRF1 methylated DNA binding inhibitors. Q96T88. UHRF1 binding to methylated oligo, TR-FRET. inhibition, % at 4.4 µM. actives 0.75% (n = 370,000). AID 687016; in the data active = inhibition above about 21%;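 note: UHRF1 SRA domain binding a hemimethylated CpG hairpin DNA probe; 0% = median of test compound wells and 100% = reference inhibitor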
# LEDGF integ inh: blocks HIV-1 LEDGF/p75-dependent DNA integration | TR-FRET IN-LEDGF/p75 DNA integration, Eu/Cy5 | inhibition, % at 3.7 µM | actives 0.64% (n = 370,000);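 active = inhibition above the screen-wide mean plus 3 SD, cut at about 13% in these data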;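 note: signal is the Cy5 over europium emission ratio at 671 and 618 nm; 0% = plate median of compound wells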
# PRMT1 inh: PRMT1 (human) inhibition, primary screen. recombinant PRMT1, activity-based probe fluorescence polarization. Q99873. actives 1.3% (n = 370,000). AID 652257. inhibition, % at 2.79 µM;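 active = inhibition above about 21% made by adding two undisclosed values, limit read from the data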
# Target sequence (Q99873 whole entry, looked up): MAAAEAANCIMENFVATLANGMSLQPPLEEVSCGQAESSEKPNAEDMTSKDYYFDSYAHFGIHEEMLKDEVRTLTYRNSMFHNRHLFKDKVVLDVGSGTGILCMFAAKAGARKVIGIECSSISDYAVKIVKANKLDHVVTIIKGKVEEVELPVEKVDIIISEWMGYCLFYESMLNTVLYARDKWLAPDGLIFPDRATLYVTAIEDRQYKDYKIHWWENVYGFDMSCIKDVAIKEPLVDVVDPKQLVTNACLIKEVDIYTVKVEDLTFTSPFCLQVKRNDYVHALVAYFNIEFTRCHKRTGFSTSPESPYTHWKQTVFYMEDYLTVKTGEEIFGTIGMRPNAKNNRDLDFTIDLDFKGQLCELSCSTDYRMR
# HTRA1 inhibitor: blocks human HTRA1 serine peptidase; AID 504803; actives 0.5% (n = 340,000); Q92743; recombinant HTRA1, FP-rhodamine activity-based probe, fluorescence polarization; inhibition, % at 5.96 µM; in the data active = inhibition above about 36%;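 note: 0% = enzyme with DMSO and 100% = wells lacking enzyme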
# mABHD4 FP: inhibits mouse alpha/beta hydrolase domain 4 | Q8VD66 | purified mABHD4, FP-Rh probe fluorescence polarization | inhibition, % at 8.92 µM | actives 0.54% (n = 370,000);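 active = inhibition exceeding the mean over every tested compound plus 3 SD, cut at about 30% in these data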;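 note: 0% = plate median of compound wells and 100% = S159A mutant with DMSO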
# Target sequence (Q8VD66 whole entry, looked up, the tested form may be a part): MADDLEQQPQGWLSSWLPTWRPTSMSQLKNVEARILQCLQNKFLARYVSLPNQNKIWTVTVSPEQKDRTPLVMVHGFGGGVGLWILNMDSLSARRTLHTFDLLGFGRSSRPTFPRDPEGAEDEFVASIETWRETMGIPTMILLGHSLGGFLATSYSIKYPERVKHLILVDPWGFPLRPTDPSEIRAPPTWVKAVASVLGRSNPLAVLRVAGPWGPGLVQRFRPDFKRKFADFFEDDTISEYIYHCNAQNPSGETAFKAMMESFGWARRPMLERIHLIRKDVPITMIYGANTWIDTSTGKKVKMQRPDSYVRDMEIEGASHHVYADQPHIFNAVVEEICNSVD
#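 Material: mouse ABHD4 enzyme, wild type; Benchmarks: S159A mutant high control, sample median low control; Buffer or medium: HEPES pH 7.0, NaCl, Pluronic buffer; Signal: fluorescence polarization; Read-out: percent inhibition of probe binding, normalized to plate controls; Timing: pre-incubation 45 min, probe exposure 60 min, at 25 °C; Dosing: 8.92 µM, single dose.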
# PG9 binder: binds the HIV-1 gp120 antibody PG9; actives 0.43% (n = 360,000); TR-FRET gp120-PG9 antibody binding; AID 624416; inhibition, % at 6.7 µM; in the data active = inhibition above about 8.5%
# Rev-erbA mod: modulates human Rev-erb alpha binding to DNA; Rev-erbα–FITC-DNA binding, fluorescence polarization, 90 min; actives 0.79% (n = 370,000); activity, % at 10 µM;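 active = activity above about 14%, limit read from the data; passing the limit was not always enough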;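 note: 0% = DMSO wells with 35 nM protein and 100% = DMSO wells with 750 nM protein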
# * marks the source's active call; other numbers are inactive results; / = no result given; & = joins results of further samples. This is a subset, so the mix of outcomes need not match the whole.
SMILES,MBD2 inh,TCR CD3 inh,rCAG binder,UHRF1 MBD2 ctr,LEDGF integ inh,PRMT1 inh,HTRA1 inhibitor,mABHD4 FP,PG9 binder,Rev-erbA mod
COC(=O)c1ccccc1NC(=O)CNc1cc(Cl)ccc1N1CCOCC1,5,-1,-1,3,0,0,10,3,0.0,1
O=C(Nc1ccc2c(c1)OCO2)c1ccc(Br)o1,0,6,1,0,0,-2,3,2,0.4,4
NC(=O)c1c(NC(=O)Cn2nc(C(=O)O)c3ccccc3c2=O)sc2c1CCCC2,-1,-2,6,0,0,1,4,-5,-1.1,-8
O=C(Cc1ccccc1[N+](=O)[O-])NCc1ccncc1,0,5,-5,1,0,2,1,-1,1.0,-2
CCc1ccc2[nH]c3nc(SCCN4CCOCC4)nnc3c2c1,-1,-8,0,-2,-5,11,-15,4,-1.5,-1
COc1ccc(NC(=O)c2ccc3c(c2)NC(=O)CS3)cc1S(=O)(=O)Nc1ccc(Br)cc1,3,9,8,8,0,3,-57,-29,-1.0,0
COc1ccc(CN(C)C(=O)c2cc(S(=O)(=O)N3CCCCCC3)ccc2OC)cc1OC,-1,1,-8,2,2,-1,4,-7,-1.1,6
Cc1ccc(Cc2nnc3n(-c4cccc(C)c4)nc(C(=O)c4ccccc4)n3c2=O)cc1,5,-1,-2,0,-2,4,-8,8,-1.1,4
C/C(=N\Nc1ccccn1)c1ccc(OC(F)F)cc1,2,-8,-1,6,0,4,3,3,3.5,-7
CCOc1ccc(NC(=O)CC2C(=O)N(c3cccc(OC)c3)C(=O)N2CCOC)cc1 (stereo not drawn),3,-6,-3,3,-7,3,-4,0,1.1,5
CC(=O)Nc1ccc(C(=O)OCC(=O)NCc2cccs2)cc1,0,-4,1,0,-11,0,-1,-5,2.0,4
COc1ccc(CNc2cccc(F)c2)cc1Br,2,-2,0,0,-4,-1,2,-14,0.9,3
O=C(c1ccc(COc2ccc(Cl)cc2)o1)N1N=C(C(F)F)CC1(O)C(F)F (stereo not drawn),-9,8,5,-2,4,-1,-25,-46,-3.5,-5
COCC(=O)N1CCCC(C(=O)c2ccc(-c3ccccc3)c(F)c2)C1 (stereo not drawn),-1,3,-6,3,2,5,-3,5,1.5,-8
CCOc1cc(/C=N/NC(=O)c2ccc(=O)n(C)c2)ccc1O,-1,-3,-4,2,2,2,0,5,-2.1,1
O=c1[nH]c(CN2CCN(S(=O)(=O)c3ccc4ccccc4c3)CC2)nc2ccccc12,-3,-3,4,4,-9,3,1,8,0.2,-3
CCN=C(Nc1ccc2c(c1)OCO2)SC1CC(=O)N(c2ccccc2F)C1=O (stereo not drawn),-4,10,-5,-1,-1,-5,-5,-1,2.7,-4
CCOc1cc(/C=N/Nc2nc(N3CCCC3)nc(N3CCCC3)n2)ccc1O,5,1,-6,-1,0,0,-1,-1,0.5,-1
COc1ccc(S(=O)(=O)N(CCCN2CCCC2=O)Cc2cc3cc(C)c(C)cc3[nH]c2=O)cc1,3,2,-6,1,1,-1,-4,0,-1.2,0
OCCOCCNc1ncnc2c1c(-c1ccccc1)cn2-c1ccccc1,1,1,-4,1,-1,1,-3,-3,-1.0,-3
CCOC(=O)C1CCN(C(=O)c2cccc(S(=O)(=O)Nc3ccc(C)cc3C)c2)CC1,-7,-3,-6,-5,-2,-9,-21,0,-1.0,-4
N#Cc1ccc(C(=O)Nc2ccc(S(=O)(=O)NC3=NCCCCC3)cc2)cc1,1,7,1,5,-5,-3,4,3,-1.7,5
COc1cccc(NC(=O)CN(C)C(=O)c2cc(C)on2)c1,-1,-4,4,2,0,7,4,5,-0.3,-4
COCCn1c(SCC(=O)N(C)c2c(N)n(Cc3ccccc3)c(=O)[nH]c2=O)nnc1-c1cccc(C)c1,-6,8,-2,1,1,3,3,4,-0.1,1
CC(=O)OCC[n+]1c(C)n(-c2ccccc2)c2ccc(Cl)cc21,-2,1,-4,13,-1,1,5,5,-0.7,-2
COc1ccc(C2Nc3ccccc3C(=O)N2Cc2ccco2)cc1CN1C(=O)c2ccccc2C1=O (stereo not drawn),0&4,2&-3,10&9,-2&3,0&-4,-2&6,-15&-20,-9&-8,-0.5&-1.4,-2&-1
O=C(NCCc1ccncc1)Nc1ccc(Cl)c(Cl)c1,-3,5,-4,-2,-1,-2,-5,-1,0.8,4
Cn1c(SCC(=O)NC2CCCCC2)nnc1-c1cccc(N)c1,4,-4,2,1,-4,7,-3,12,-0.1,-3
O=C(Nc1cccc(Cl)c1)c1cc([N+](=O)[O-])ccc1N1CCN(CCO)CC1,1,2,0,-1,-5,2,-18,1,0.2,-5
O=C(Nc1cc(Cl)ccn1)C1(c2ccccc2)CC1(Cl)Cl (stereo not drawn),-5,0,4,1,10,-4,-28,-22,-1.9,-9

# Exported field by field: entries from further up
> COc1ccc(CN(C)C(=O)c2cc(S(=O)(=O)N3CCCCCC3)ccc2OC)cc1OC
  MBD2 inh: -1 | TCR CD3 inh: 1 | rCAG binder: -8 | UHRF1 MBD2 ctr: 2 | LEDGF integ inh: 2 | PRMT1 inh: -1 | HTRA1 inhibitor: 4 | mABHD4 FP: -7 | PG9 binder: -1.1 | Rev-erbA mod: 6
> Cc1ccc(Cc2nnc3n(-c4cccc(C)c4)nc(C(=O)c4ccccc4)n3c2=O)cc1
  MBD2 inh: 5 | TCR CD3 inh: -1 | rCAG binder: -2 | UHRF1 MBD2 ctr: 0 | LEDGF integ inh: -2 | PRMT1 inh: 4 | HTRA1 inhibitor: -8 | mABHD4 FP: 8 | PG9 binder: -1.1 | Rev-erbA mod: 4
> C/C(=N\Nc1ccccn1)c1ccc(OC(F)F)cc1
  MBD2 inh: 2 | TCR CD3 inh: -8 | rCAG binder: -1 | UHRF1 MBD2 ctr: 6 | LEDGF integ inh: 0 | PRMT1 inh: 4 | HTRA1 inhibitor: 3 | mABHD4 FP: 3 | PG9 binder: 3.5 | Rev-erbA mod: -7

# Other results.
SMILES,MBD2 inh,TCR CD3 inh,rCAG binder,UHRF1 MBD2 ctr,LEDGF integ inh,PRMT1 inh,HTRA1 inhibitor,mABHD4 FP,PG9 binder,Rev-erbA mod
CC(C)CC(c1nnnn1C1CCCC1)N1CCN(c2ccccc2F)CC1 (stereo not drawn),0,-1,-4,2,-1,2,6,2,0.2,3
Cc1ccc(CN2C(=O)CCC2C(=O)NCCc2ccccc2)cc1 (stereo not drawn),-2,1,-1,0,1,-1,-9,1,-3.2,-3
O=C(Nc1cccc(C(=O)O)c1)/C(=C\c1ccc2c(c1)OCO2)NC(=O)c1ccccc1Cl,1,-1,10,-9,-1,2,-3,-4,-2.3,-5
O=C(COC(=O)c1ccc(S(=O)(=O)N2CCCCC2)cc1)NCc1ccccc1,5,2,2,3,3,-1,-2,4,0.1,-9
CC1=C(C(=O)OCC(C)C)[C@]23C(=O)c4ccccc4[C@@]2(O1)OC(N)=C3C#N,0,6,2,-1,0,0,-5,0,-2.1,2
O=C(COC(=O)c1cc(S(=O)(=O)N2CCOCC2)ccc1O)NCC1CCCO1 (stereo not drawn),-1,-2,4,0,-2,-1,-3,1,1.1,-2
CCCOc1ccc(N2C(=O)CC(N3CCC(O)(c4cccc(C(F)(F)F)c4)CC3)C2=O)cc1 (stereo not drawn),1,-2,-6,-1,1,15,4,0,-0.3,-3
COc1ccccc1N1CCN(C(=O)C2CCN(C(=O)c3cccc(Cl)c3)CC2)CC1,-5,7,1,-1,-4,2,-1,1,0.3,1
COc1ccc(C2CC(c3cccs3)=NN2C(=O)CSC2=NN3CCCC(=O)N=C3S2)cc1 (stereo not drawn),3,-1,7,-4,-2,1,-23,-3,0.2,2
COc1ccc2nc(NC(=O)CSc3nc(SC)ns3)sc2c1,9,0,15,-2,6,1,-17,-2,1.5,-7
O=C(COc1ncnc2ccccc12)Nc1ccc(S(=O)(=O)N2CCOCC2)cc1,0,-2,6,-1,-4,-4,2,-2,0.6,8
O=C(COC(=O)c1ccc(Cl)c(Cl)c1)NC1CCCC1,4,-2,0,2,-4,-1,-1,4,0.9,3
O=C(CC1C[C@H](C(=O)N2CCOCC2)[C@@]2(CCC3CCCC3)c3[nH]c4ccccc4c3CCN2C1=O)NCCC1=CCCCC1 (stereo partly drawn),-3,5,3,0,-2,-1,-1,4,-2.1,-3
COc1ccc(Br)cc1CN(C)CC(=O)NCCc1ccccc1,-2,8,-7,-2,9,-7,-9,2,-0.4,3
CC1(C)CC(=O)C2=C(C1)N(c1cccnc1)C(N)=C(C#N)C2c1cccs1 (stereo not drawn),-7,-5,5,-12,-1,3,4,2,-0.6,-2
Cc1onc(-c2ccccc2)c1C(=O)N1CCC(CO)(Cc2ccccc2)CC1,-6,8,-2,-1,2,0,-5,1,-0.9,-6
CCC(=O)c1ccc(OCC(=O)OCC(=O)NCc2cccs2)cc1,4,2,-3,-3,3,-1,-3,1,-1.2,-1
Nc1ccccc1C(=O)C[C@H](N)C(=O)O,-5,-1,0,-2,-6,4,-1,0,-0.1,3
Cn1c(SCc2nc3ccccc3[nH]2)nnc1-c1cnccn1,1,-2,0,1,-1,1,0,7,1.2,2
O=C1c2ccccc2NC(c2cc(Cl)cc(Cl)c2O)N1CCc1ccccn1 (stereo not drawn),-2,1,7,1,2,-2,/,3,-2.8,-1
S=C(Nc1cccnc1)NC1CCCCCCC1,2,-6,-2,1,-4,4,3,4,1.0,-2
COc1ccc(N(Cc2cc3ccc(C)cc3[nH]c2=O)C(C)=O)cc1,-3,5,-6,0,4,0,4,2,3.4,3
CCOC(=O)C1=C(O)C(=O)NC(c2ccccc2)=C(OC2CCCCC2)C1,2,-1,-1,3,-5,3,3,5,-1.2,-10
COc1ccc(C#Cc2c(C=O)n(C)c3ccccc23)cc1,0,3,12,-3,-1,-3,-23,-1,1.0,-5
COc1ccc(C(=O)C(C)N(C(=O)c2ccc(Cl)cc2Cl)N2C(=O)C3C4C=CC(C4)C3C2=O)cc1 (stereo not drawn),-4,-7,1,3,5,0,-19,-2,1.1,2
COc1cc2c(c(OC)c1OC)C(c1ccc(O)cc1)CC(=O)O2 (stereo not drawn),1,1,0,0,-2,1,5,1,-1.0,-1
COc1ccccc1-c1cc(-c2ccc(O)cc2)nc(N)c1C#N,-1,0,4,-1,-1,11,-31,-13,-0.3,-2
Cn1ncc2c(N3CCOCC3)ncnc21,1,-6,-2,4,-4,5,-3,-3,-2.7,-1
Cc1ccc(CCN2C(=O)CCC2(C)C(=O)NCc2cccnc2)cc1 (stereo not drawn),-2,0,-1,-2,0,0,5,3,2.2,4
O=C(CCCCCCC(=O)c1ccccc1)c1ccccc1,0,4,-5,-23,2,-1,-11,-1,-1.2,0
COc1ccc(OC)c(NC(=O)c2ccc3c(c2)CCN3S(C)(=O)=O)c1,-1,6,1,2,0,0,5,-1,-1.0,4
CC(C)OCCCNC(=O)Cc1ccc(Br)cc1,1,5,-3,-1,1,-1,6,0,0.8,-2
CCOc1ccc(-c2nnc3ccc(SCC(=O)Nc4cc(C)on4)nn23)cc1,-3,2,4,2,-3,-1,6,-2,2.6,-4
CCOc1ccc(NC(=O)CC(C)S(=O)(=O)c2ccc3c(c2)NC(=O)CO3)cc1 (stereo not drawn),-8,-5,-4,-1,-4,-1,-1,0,-0.5,1
Cc1onc(-c2ccccc2)c1NC(=O)Nc1ccc(OC(F)F)cc1,-2,6,7,0,0,1,/,3,-1.6,0
CCCCN(CC)CCCNC(=O)c1cc2cc3ccc(OC)cc3nc2o1,0,-1,10,-13,0,3,-7,-1,2.8,-7

# From PubChem BioAssay
